Bioassay records as filed in PubChem BioAssay.
BAP1 inh – human BAP1 deubiquitinase inhibition; Q92560; recombinant BAP1, Ub-AMC hydrolysis fluorescence kinetic; stronger effect = lower value; activity remaining (% of control), % at 20 µM; 72,000 compounds, 0.48% hits; AID 436;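 active = activity remaining at or below 50% of control, provided the compound also passes the data quality filters; inactive = the rest, including low values that fail the filters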;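 note: 100% = DMSO wells rate and 0% = substrate alone blank rate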
Target sequence (Q92560 whole entry, looked up): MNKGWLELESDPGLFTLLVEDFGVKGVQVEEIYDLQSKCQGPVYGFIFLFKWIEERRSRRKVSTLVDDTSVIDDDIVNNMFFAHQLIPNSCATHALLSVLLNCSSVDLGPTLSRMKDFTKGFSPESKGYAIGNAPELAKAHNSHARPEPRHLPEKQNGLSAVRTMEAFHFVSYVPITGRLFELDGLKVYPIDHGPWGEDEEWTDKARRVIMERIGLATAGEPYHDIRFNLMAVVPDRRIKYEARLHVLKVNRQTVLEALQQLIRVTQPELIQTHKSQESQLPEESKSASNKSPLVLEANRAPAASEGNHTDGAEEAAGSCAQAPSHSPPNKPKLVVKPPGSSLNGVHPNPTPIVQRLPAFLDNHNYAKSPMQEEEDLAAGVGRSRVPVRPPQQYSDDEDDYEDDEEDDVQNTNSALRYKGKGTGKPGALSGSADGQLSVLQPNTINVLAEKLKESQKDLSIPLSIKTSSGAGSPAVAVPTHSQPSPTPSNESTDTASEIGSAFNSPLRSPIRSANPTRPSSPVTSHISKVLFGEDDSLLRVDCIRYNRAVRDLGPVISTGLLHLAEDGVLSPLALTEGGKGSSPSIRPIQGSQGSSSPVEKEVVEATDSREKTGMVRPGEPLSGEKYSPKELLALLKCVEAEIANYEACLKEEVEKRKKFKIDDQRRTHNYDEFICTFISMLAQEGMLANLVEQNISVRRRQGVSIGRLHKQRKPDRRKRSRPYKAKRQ
HePTP inh – human HePTP phosphatase inhibition. P35236. recombinant HePTP phosphatase activity, OD absorbance. AID 521. 110,000 compounds, 0.64% hits. inhibition, % at 20 µM; in the data active = inhibition above about 50%;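 note: plate controls were vehicle for no effect and reference inhibitor for full effect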
Target sequence (P35236 whole entry, looked up): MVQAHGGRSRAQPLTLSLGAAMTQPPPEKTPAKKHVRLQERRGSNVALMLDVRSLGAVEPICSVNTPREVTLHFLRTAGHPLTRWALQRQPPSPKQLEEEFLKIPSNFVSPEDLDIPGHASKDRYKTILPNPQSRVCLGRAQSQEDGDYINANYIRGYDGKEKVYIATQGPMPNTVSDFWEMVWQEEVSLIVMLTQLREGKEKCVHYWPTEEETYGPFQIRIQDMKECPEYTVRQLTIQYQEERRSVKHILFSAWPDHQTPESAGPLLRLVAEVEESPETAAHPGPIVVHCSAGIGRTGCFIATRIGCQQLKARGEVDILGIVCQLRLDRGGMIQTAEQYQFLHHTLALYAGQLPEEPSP
The depositor's hits bear a star; · = not tested or not shown; & = joins results of further samples. No enrichment for hits; any-hit rate near 0.7%.

SMILES	BAP1 inh	HePTP inh
O=C(c1sc2ccccc2c1Cl)N1CCN(c2ccc(Cl)cc2[N+](=O)[O-])CC1	·	9.6
CS(=O)(=O)N(CC(=O)N1CCN(c2cccc(Cl)c2)CC1)c1ccccc1	119.8	16.9
O=C(c1ccc(C23CC4CC(CC(C4)C2)C3)o1)N1CCOCC1	77.7	-4.3
Cc1cc(C)nc(NC(=O)CC(c2ccccc2)c2ccccc2)c1	·	-6.7
COc1ccc(C)cc1NC(=O)CC(C)=O	·	1.2
Cc1ccc(Cl)c(OCC(O)CN(CCO)CCO)c1 (centres undefined)	114.2	7.0
Cc1cccc(OCCNc2nc3c(c(=O)n(C)c(=O)n3C)n2C)c1	67.1	-2.8&1.7
COc1ccc(-n2nc3c(c2NC(=O)c2c(F)cccc2Cl)CS(=O)C3)cc1 (centres undefined)	87.9	-1.7
O=C(O)CCc1nc2ccc(O)cc2[nH]1	·	-0.8
COC(=O)CCC(=O)NNC(=O)c1ccc(Cl)cc1Cl	·	8.4
O=C(c1ccccc1[N+](=O)[O-])N1CCN(C/C=C/c2ccccc2)CC1	·	6.2
Cc1ccc2nc3c(cc(C(=O)NCc4ccccc4)c(=N)n3CCCn3ccnc3)c(=O)n2c1	·	2.3
Cc1ccc(CSc2nc3c(c(=O)[nH]c(=O)n3C)n2CCC(C)C)cc1	79.3	4.3
COc1ccc(CCNC2=NCC(C)S2)cc1 (centres undefined)	92.6	-10.1
CC1=C(C(=O)OCc2ccccc2)C(c2cc3c(cc2Cl)OCO3)C2=C(CC(C)(C)CC2=O)N1 (centres undefined)	·	-0.6
O=C(N=Nc1c(O)[nH]c2ccc(Br)cc12)c1cccnc1	·	-2.1
CCOC(=O)c1oc2c(c1C)C(Cl)=C(C=O)CC2	·	8.9
CCOC(=O)N1CCN(C(=O)c2cc3c(-c4ccc(Cl)cc4)nn(C)c3s2)CC1	101.1	-1.3
CCCn1c(SCC(=O)N2CCCc3ccccc32)nc2c1c(=O)n(C)c(=O)n2C	96.3	5.3
O=C(OCCN1C(=O)c2cccc3c(N4CCOCC4)ccc(c23)C1=O)c1ccccc1Br	90.4	·
COc1ccccc1Nc1ccc2ccccc2c1	112.9	·
O=C(CCCN1C(=O)c2ccccc2C1=O)Nc1ccccc1C(=O)N1CCCC1	·	1.3
CCOC(=O)c1ccc(NC(=O)CC2SCCNC2=O)cc1 (centres undefined)	98.2	10.1
O=c1cc(N2CCCCC2)c2ccccc2n1-c1ccccc1	·	-5.8

Reformatted with values under each structure: 4 of the compounds above.
Sequence of screens: BAP1 inh	HePTP inh
> O=C(OCCN1C(=O)c2cccc3c(N4CCOCC4)ccc(c23)C1=O)c1ccccc1Br
    90.4	·
> COc1ccccc1Nc1ccc2ccccc2c1
    112.9	·
> O=C(CCCN1C(=O)c2ccccc2C1=O)Nc1ccccc1C(=O)N1CCCC1
    ·	1.3
> CCOC(=O)c1ccc(NC(=O)CC2SCCNC2=O)cc1 (centres undefined)
    98.2	10.1

(listing goes on)
SMILES	BAP1 inh	HePTP inh
CC1CCC(NC(=O)CC2Oc3ccccc3NC2=O)CC1 (centres undefined)	86.0	-1.6
CCOc1ccc(C2C(C(C)=O)=C(O)C(=O)N2CCN(C)C)cc1 (centres undefined)	·	-3.1
CCOc1ccc(NC(=O)C2CC(C)=C(C)CC2C(=O)O)cc1 (centres undefined)	·	11.9
COC(=O)n1c(=S)oc2cc(Cl)ccc21	111.7	2.2
N#CCCN(C(=O)Nc1ccccc1)c1ccccc1	76.7	-3.4
Cc1cc(-c2ccccc2)nc(N/N=C/c2ccccc2F)n1	·	-0.3
Cc1cc(C)cc(OCCCNCCO)c1	·	7.8
O=C(O)[C@H](Cc1ccccc1)N1C(=O)c2ccncc2C1=O	129.3	0.5
Cc1csc(NC(=O)c2ccccc2C(=O)O)n1	100.9	0.3
COc1ccccc1Nc1nc(N)nc(CSc2nc(C)cc(C)n2)n1	111.0	5.0
Cc1ccc(N2C(=O)NC(=O)/C(=C\c3ccc4c(c3)OCO4)C2=O)cc1C	·	-11.1
OC(CCN1CCCCC1)(c1ccccc1)c1ccccc1	108.7	12.4
CCC(NC(=O)c1ccccc1NC(=O)c1ccc(OC)cc1)C(=O)O (centres undefined)	·	-5.9
COCCn1c(SCC(=O)c2ccc(F)cc2)nnc1C(C)C	99.6	8.4
c1ccc(CCNc2ncnc3nc[nH]c23)cc1	117.6	7.1
Cc1ccc(N(CC(=O)NCc2ccc3c(c2)OCO3)S(C)(=O)=O)cc1	114.8	-3.8
COCCn1c(SCC(=O)Nc2nc(C)c(Cl)cc2Cl)nc2ccccc21	113.7	10.5
CCOc1ccc(NC(=O)N(CCN2CCOCC2)Cc2ccc3c(c2)CCCN3CC)cc1	95.5	2.0
CCCCNC(=O)/C(=C\c1ccc(-c2cccc([N+](=O)[O-])c2)o1)NC(=O)c1ccccc1	·	3.5
COc1ccc(OC)c(C2=C/C(=C/c3cccc(OC)c3O)C(=O)O2)c1	·	7.7
Cc1ccc(NC2=NC(c3ccccc3)n3c(nc(C)cc3=O)N2)cc1 (centres undefined)	98.4	5.9
CCOC(=O)c1c[nH]c2c(Cl)cc(Cl)cc2c1=O	·	2.6
CCOC(=O)C1CCCN(S(=O)(=O)c2cn(C)c(=O)n(C)c2=O)C1 (centres undefined)	97.8	2.1
Cc1c(=O)n(OCc2ccccc2F)c2ccccc2[n+]1[O-]	63.9	0.7

The final 2 compounds of the part before come first, to join the parts:
SMILES	BAP1 inh	HePTP inh
CCOC(=O)C1CCCN(S(=O)(=O)c2cn(C)c(=O)n(C)c2=O)C1 (centres undefined)	97.8	2.1
Cc1c(=O)n(OCc2ccccc2F)c2ccccc2[n+]1[O-]	63.9	0.7
COc1ccccc1Nc1nc(-c2ccc(C)cc2)cs1	·	9.2
Cc1ccc(S(=O)(=O)Cn2nnnc2CN2CCOCC2)cc1	104.1	3.8
CN1CCN(S(=O)(=O)c2ccc(NC(=O)C3CCCCC3)cc2)CC1	105.1	5.3
O=C(Nc1cccc2ccccc12)c1cnn2c(C(F)(F)F)cc(-c3ccccc3)nc12	92.7	·
CC(C)C[C@H](NC(=O)N1CCN(c2ccccc2)CC1)C(=O)O	96.6	-9.9
C=CCn1c(SCc2cccnc2)nnc1-c1ccncc1	95.2	-5.3
O=C(CSc1ncccn1)Nn1cnnc1	96.0	-1.4
CCOC(=O)c1[nH]c(C)c(C(=O)NCCC2=CCCCC2)c1C	97.5	8.6
O=C(Nc1ccc([N+](=O)[O-])cc1Br)c1cccnc1	113.7	·
O=C(N/N=C/c1ccco1)c1cc(=O)[nH]c2ccccc12	·	-7.4
Cn1c(C(O)c2ccc(Cl)cc2)nc(Cl)c1Cl (centres undefined)	67.6	-3.3
CN1CCN(c2nc(-c3ccccc3O)nc3ccccc23)CC1	·	7.5
CCOc1ccc(NC2=C(Cl)C(=O)N(c3ccc(C)cc3C)C2=O)cc1	·	-1.4
O=C1Nc2ccc(Br)cc2C1(O)Cc1ccccn1 (centres undefined)	·	4.7
COc1ccccc1OCCCCNCCO	93.0	-3.6
Cc1ccccc1C(=O)Nc1cccc(NC(=O)/C=C/c2ccc(-c3ccccc3[N+](=O)[O-])o2)c1	·	-1.5
O=C(Nc1ccc2c(c1)OCCO2)c1ccco1	99.6	-6.5
C=CCSc1nc2ccccc2n1C(=O)CCCN1C(=O)c2cccc3cccc(c23)C1=O	·	8.2
CCCCNc1c([N+](=O)[O-])c(=O)n(C)c2ccccc12	·	8.0
COCC(C)n1c(C)cc(C(=O)COC(=O)c2c(NC(C)=O)sc(C)c2C)c1C (centres undefined)	112.8	3.3
O=C(NCCN1CCNCC1)C(=O)NCc1ccco1	·	-23.8
O=C(NCCCN1CCN(c2ccc(F)cc2)CC1)c1cccc(N2CCCC2=O)c1	100.8	-19.6
COc1cccc(C=Nc2cc(C)on2)c1O	85.5	-1.1
O=C1OC(c2ccccc2)=C/C1=C/c1cccs1	·	2.2
CCNC(=O)CC1C(=O)N(c2ccccc2)C(=O)N1CCc1ccc(OC)cc1 (centres undefined)	99.4	-2.1
O=C1CCCC2=C1C(c1ccncc1)c1c(nc(SCc3ccccc3)[nH]c1=O)N2 (centres undefined)	·	2.9
CC(C)Oc1ccc(C2/C(=C(/O)c3ccc(F)cc3)C(=O)C(=O)N2CCCN(C)C)cc1 (centres undefined)	89.7	4.7
CC(C)=CCSc1nnc(CCNC(=O)OC(C)(C)C)o1	57.6	1.8
CCc1ccccc1NC1c2ccccc2C(=O)N1c1cc(C)ccn1 (centres undefined)	83.4	4.4
Cc1ccc2c(CN3CCCc4ccccc43)cc(=O)oc2c1C	129.5	9.5
CCn1c(=N)c(C(=O)NCCCOC)cc2c(=O)n3cccc(C)c3nc21	·	6.6
O=C(Nc1sc2c(c1C(=O)Nc1ccccn1)CCCCC2)c1ccccc1F	·	5.3
CN1C(=O)CSc2ccc(NC(=O)N3CCc4ccccc43)cc21	115.0	7.6
CCCc1cc(=O)[nH]c(SCC(=O)Nc2nonc2N)n1	81.2	-7.3
COc1cc(OC)cc(C(=O)N(CN2CCCC2=O)c2ccccc2OC)c1	98.8	-0.4
O=C(O)CCS(=O)(=O)Cc1ccccc1F	97.1	2.6

Overlap with the part before: 4 compounds, followed by the next part.
SMILES	BAP1 inh	HePTP inh
CN1C(=O)CSc2ccc(NC(=O)N3CCc4ccccc43)cc21	115.0	7.6
CCCc1cc(=O)[nH]c(SCC(=O)Nc2nonc2N)n1	81.2	-7.3
COc1cc(OC)cc(C(=O)N(CN2CCCC2=O)c2ccccc2OC)c1	98.8	-0.4
O=C(O)CCS(=O)(=O)Cc1ccccc1F	97.1	2.6
O=C(Cc1ccc(F)cc1F)Nc1ccc(F)cc1F	·	-9.9
CCOC(=O)c1c(C)n(C)c2ccc(OC)c(NC(=O)CN3CCN(C(=O)c4ccco4)CC3)c12	83.8	4.0
CCOC(=O)CN1Cc2cccc(C(=O)O)c2C1=O	98.6	-2.2
Cc1nnc(SCC(=O)NCC(=O)c2ccccc2)s1	·	9.9
COc1ccc(C(=O)Nc2cc(Cl)ccc2Cl)cc1NC(=O)c1cccc(F)c1	·	4.8
Clc1ccc(-n2ncc3c(NCc4ccc5c(c4)OCO5)ncnc32)cc1	75.1	8.6
CCOc1ccc(N(Cc2cc3cc(OC)ccc3[nH]c2=O)S(C)(=O)=O)cc1	·	3.2
O=c1c2c(nc3cc(-c4ccccc4)[nH]n13)CCC2	114.8	-4.0
Cc1nc(COC(=O)c2ccc(S(=O)(=O)N3CCCC3)cc2)cs1	87.7	-7.3
COc1ccc(NC(=O)C2CCCN2S(=O)(=O)c2ccc3c(c2)CCC(=O)N3)cc1Cl (centres undefined)	102.5	8.1
COc1cccc(C=C2C(=O)NC(=O)NC2=O)c1O	·	-3.1
CC(C)OC(=O)CSc1nnc(Cc2ccccc2)n1Cc1ccco1	93.3	-5.2
O=c1c([N+](=O)[O-])c(Nc2ccc(Br)cc2)c2ccccc2n1-c1ccccc1	·	4.3
CCOC(=O)c1ccc(NC(=O)N(CC)CC)cc1	·	8.4
O=C1NC(=Nc2cccc(Cl)c2Cl)S/C1=C\c1ccc([N+](=O)[O-])cc1	·	15.0
O=C(Nc1ccc(S(=O)c2ccc(NC(=O)c3cccs3)cc2)cc1)c1cccs1	·	-5.0
Cc1ccc(S(=O)(=O)NC(CC(=O)N2CCOCC2)c2ccco2)cc1 (centres undefined)	101.2	3.5
Nc1nnc(/C=C/c2ccccc2Cl)s1	·	-19.7
O=S(=O)(c1ccc(Br)cc1)n1nnc2ccccc21	·	2.4
COc1ccc(C)cc1Nc1cc(C)c2ccccc2n1	·	4.6
CCOC(=O)C1CCCN(CCC(=O)Nc2ccc3c(c2)CCC3)C1 (centres undefined)	116.5	-5.5
COc1ccc(NC(=O)C2Cc3ccccc3CN2C(=O)OCc2ccccc2)cc1 (centres undefined)	·	-3.1
Cc1ccc2c(N)c(C)ccc2c1	72.5	3.1
Nc1ccc(C(=O)CC2(O)C(=O)Nc3ccccc32)cc1 (centres undefined)	·	-4.3
O=C(CSc1ncccc1-c1nc2ccccc2[nH]1)N1CCCCC1	71.0	-2.1
Cc1ccc(N2C(=O)/C(=C/c3ccc(O)c(O)c3)SC2=S)cc1C	·	-7.4
C1=C(CCNc2nnnn2-c2ccccc2)CCCC1	110.2	11.4
CCOC(=O)c1[nH]c(C)c(C(=O)Nc2cccc(Cl)c2C)c1C	87.1	4.4
COc1cccc(NC2=C(Cl)C(=O)N(c3cccc(Cl)c3Cl)C2=O)c1	·	8.0
CCC12c3ccccc3C(c3ccccc31)C1C(=O)N(c3ccc4c(c3)OCO4)C(=O)C12 (centres undefined)	·	0.2
O=C(CCNc1ccc(Br)cc1)c1cccc([N+](=O)[O-])c1	·	7.8
O=C(NCCNC(=O)c1ccco1)c1cccc(F)c1	113.1	2.4
CC1Cn2c(CCc3ccccc3)nnc2S1 (centres undefined)	75.2	-9.0
CC(C)(C)NC(=O)c1nn2c(c1Br)NC(c1ccccc1)CC2C(F)(F)F (centres undefined)	·	5.5
O=C1OC(N2CCN(C(=O)c3ccco3)CC2)c2ccccc21 (centres undefined)	129.5	-5.0
Cc1cc(C(=O)N2CCN(Cc3ccc4c(c3)OCO4)CC2)cs1	·	8.6
O=C(CN(c1ccc(Br)cc1)S(=O)(=O)c1ccccc1)N1CCc2ccccc2C1	·	-2.4
COc1ccc(-c2csc(NC(C)=O)n2)cc1OC	110.3	3.4
COc1cc(C2C3=C(CC(C)(C)CC3=O)OC3=C2C(=O)CC(C)(C)C3)cc(OC)c1OC(C)=O	·	-0.2
Cc1nnc(SCC(=O)Nc2ccc3c4c(cccc24)CC3)n1C	86.6	11.4
COc1ccc(C2(C(=O)Nc3c(C)n(C)n(-c4ccccc4)c3=O)CCCC2)cc1OC	79.4	15.6
O=C1CCc2cc(S(=O)(=O)N3CCN(C(=O)c4ccco4)CC3)ccc2N1	105.9	8.9
Cc1cc(C)c2c(n1)sc1c(N3CCN(CCO)CC3)ncnc12	139.2	10.4
Cc1n[nH]c(C)c1C(=O)CC1(O)C(=O)N(CCc2ccccc2)c2ccc(Cl)cc21 (centres undefined)	169.9	-7.1
COc1ccc(CCn2nnnc2C(c2ccccc2)N2CCN(C)CC2)cc1OC (centres undefined)	98.1	7.3
